UHRF1 binding – UHRF1 methyl-DNA binding inhibition | Q96T88 | UHRF1 binding to methylated oligo, TR-FRET | inhibition, % at 4.4 µM | 370,000 tested, 0.75% active | AID 687016; in the data active = inhibition above about 21%;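 also: UHRF1 SRA domain binding a hemimethylated CpG hairpin DNA probe; 0% = median of test compound wells and 100% = reference inhibitor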
PLCg1 inh – inhibitors of human phospholipase C gamma1 | purified PLC-gamma1, fluorogenic substrate, fluorescence | AID 720700 | 370,000 tested, 0.84% active | inhibition, % at 12.2 µM; in the data active = inhibition above about 9.5%
PLC-beta3 inh – inhibitors of human phospholipase C beta3 | Q01970 | Purified PLC-beta3, fluorogenic substrate, fluorescence | inhibition, % at 12.2 µM | 370,000 tested, 0.18% active; in the data active = inhibition above about 11%;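 also: 0% = median of compound wells on plate and 100% = full blocker control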
ASAP1 GAP inh – ASAP1 ArfGAP inhibition; inhibition, % at 16.5 µM; AID 624377; ASAP1-stimulated ARF1 GTP hydrolysis, GDP FP detection; 360,000 tested, 0.19% active; Q9ULH1; in the data active = inhibition above about 25%;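 also: 0% = vehicle with enzyme and substrate and 100% = no enzyme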
Tn6 DDE FP – inhibitors of Tn6 peptide binding to human fibrin DD(E) | P02675 | Fibrin DD(E) TRITC-Tn6 fluorescence polarization displacement | inhibition, % at 8.3 µM | 370,000 tested, 0.21% active;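 active = inhibition above a per-campaign cutoff: mean of compounds within control limits plus 3 SD, cut at about 15% in these data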;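 also: 0% = median of all compound wells on the plate and 100% = blocking peptide control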
ARFGAP1 inhibitor – inhibitors of rat ARFGAP1; Q62848; Arfgap1-stimulated ARF1 GTP hydrolysis, GDP FP detection; inhibition, % at 16.5 µM; 360,000 tested, 0.26% active; AID 651572;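 active = inhibition above a per-plate limit, mean inhibition of low control wells plus 3 SD, cut at about 25% in these data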;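 also: 0% = DMSO wells with enzyme and 100% = wells lacking Arfgap1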
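Material: rat Arfgap1 GAP domain (His6, aa 1-136), purified enzyme. Also added: human ARF1(Δ1-17)-GTP substrate. Compound dosing: 16.5 µM single point, 1.26% DMSO. Timing: enzyme reaction 120 min at 25 °C after 20 min preincubation. Signal: GDP detection by fluorescence polarization. Read-out basis: percent inhibition of GAP-stimulated GDP formation, scaled between DMSO and no-Arfgap1 medians.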
proKLK7 act – activates the human kallikrein-7 zymogen; activation, % at 7 µM; AID 652039; purified proKLK7, EDANS-DABCYL substrate fluorescence; 100% is mature enzyme control, 0% vehicle; 370,000 tested, 0.9% active;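 active = activation above the mean of all tested compounds plus 3 SD, computed per campaign excluding outliers beyond control limits, cut at about 13% in these data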
ADAM17 inh – inhibitors of human ADAM17; recombinant ADAM17, EDANS/DABCYL FRET peptide cleavage; inhibition, % at 6.95 µM; 370,000 tested, 0.83% active;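 active = inhibition above the mean of compounds lying between control limits plus 3 SD, set per campaign, cut at about 8.5% in these data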;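 also: 0% = DMSO-only wells as the low control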
Target sequence (P78536 215-824 limits assumed): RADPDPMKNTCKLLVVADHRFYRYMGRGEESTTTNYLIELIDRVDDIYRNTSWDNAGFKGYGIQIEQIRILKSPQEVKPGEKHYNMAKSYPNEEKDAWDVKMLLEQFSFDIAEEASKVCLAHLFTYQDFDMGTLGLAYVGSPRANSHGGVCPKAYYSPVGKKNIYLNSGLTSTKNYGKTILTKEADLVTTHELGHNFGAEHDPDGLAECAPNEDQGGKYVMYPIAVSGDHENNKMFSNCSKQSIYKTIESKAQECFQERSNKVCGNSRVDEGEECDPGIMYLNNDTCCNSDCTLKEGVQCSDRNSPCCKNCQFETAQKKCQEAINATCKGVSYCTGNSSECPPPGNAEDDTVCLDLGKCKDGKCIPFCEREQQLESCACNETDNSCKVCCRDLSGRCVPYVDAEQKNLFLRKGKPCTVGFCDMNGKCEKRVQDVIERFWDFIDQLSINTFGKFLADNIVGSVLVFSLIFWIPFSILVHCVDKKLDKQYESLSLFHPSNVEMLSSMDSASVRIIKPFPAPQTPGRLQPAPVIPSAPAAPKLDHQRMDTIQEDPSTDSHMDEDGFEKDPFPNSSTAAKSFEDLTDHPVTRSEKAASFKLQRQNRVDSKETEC
DDE Tn7 FP inh – disrupts Tn7 cyclic peptide binding to fibrin D-Dimer-E complex; P02675; FP displacement of FITC-Tn7 peptide from fibrin DD(E); 0% = median of compound wells per plate; inhibition, % at 8.3 µM; 370,000 tested, 0.13% active;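 active = inhibition above the mean of compounds falling within the control limits plus 3 SD of them, cut at about 14% in these data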;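 also: 0% = plate median of compound wells and 100% = 10 µM Aha-Tn7 peptide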
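Assay system: human fibrin DD(E). Input: DD(E) 2 µM final. Medium: Tris buffer with calcium and detergent, pH 7.8. Compound dosing: single point at 8.3 µM. Timing: 10 min plus 3 h, room temperature. Technique: fluorescence polarization of the labelled Tn7 tracer. Read-out: percent inhibition. Replicates: singlicate testing.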
MBD2 DNA inh – inhibitors of human MBD2 binding to methylated oligonucleotide; TR-FRET; 370,000 tested, 0.31% active; AID 686964; inhibition, % at 4.4 µM; in the data active = inhibition above about 13%
Target sequence (Q9UBB5 whole entry, looked up): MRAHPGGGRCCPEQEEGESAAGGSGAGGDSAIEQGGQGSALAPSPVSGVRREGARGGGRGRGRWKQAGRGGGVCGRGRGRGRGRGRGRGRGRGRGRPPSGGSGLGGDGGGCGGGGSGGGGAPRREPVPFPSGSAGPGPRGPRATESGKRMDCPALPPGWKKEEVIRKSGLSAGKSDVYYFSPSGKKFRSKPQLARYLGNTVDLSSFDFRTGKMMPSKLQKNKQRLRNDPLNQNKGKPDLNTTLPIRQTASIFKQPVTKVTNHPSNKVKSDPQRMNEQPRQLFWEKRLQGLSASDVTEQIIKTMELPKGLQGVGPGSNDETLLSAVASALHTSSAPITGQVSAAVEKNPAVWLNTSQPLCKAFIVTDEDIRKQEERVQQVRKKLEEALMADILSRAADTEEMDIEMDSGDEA
* = called active by the depositor; i = inactive; / = no result given.

Letters – A = UHRF1 binding; B = PLCg1 inh; C = PLC-beta3 inh; D = ASAP1 GAP inh; E = Tn6 DDE FP; F = ARFGAP1 inhibitor; G = proKLK7 act; H = ADAM17 inh; I = DDE Tn7 FP inh; J = MBD2 DNA inh
(1) COc1ccc(C(=O)Nc2sc3c(c2C#N)CCN(C(C)=O)C3)cc1
  A: 15; B: -5; C: -6; D: -1; E: -2; F: -9; G: 0.5; H: -4; I: 2; J: -3

(2) Cc1ccc(C(=O)O/N=C(\c2ccccc2)c2cccnc2)cc1
  A: 19; B: -1; C: -2; D: -3; E: -4; F: -8; G: -0.5; H: -1; I: 1; J: 4

(3) O=C(CSc1nc2ccccc2c(=O)n1CCCO)NC1CC1
  A: 0; B: 6; C: -5; D: -4; E: -5; F: 7; G: -0.1; H: -7; I: -8; J: 3

(4) C[C@H]1[C@@H](OC(=O)Nc2cc(Cl)ccc2Cl)CC[C@@]23CCCN2C(=O)CCC[C@@H]13
  A: 2; B: 2; C: 3; D: /; E: 2; F: /; G: /; H: 2; I: -11; J: -5

(5) COc1cccc(C2C(C(=O)c3ccco3)=C(O)C(=O)N2CCCN2CCOCC2)c1OC (stereo unspecified)
  A: -9; B: 5; C: -3; D: -4; E: 3; F: -1; G: 0.5; H: 0; I: -2; J: -8

(6) NS(=O)(=O)c1ccc(CNS(=O)(=O)c2ccc3c(c2)OCCO3)cc1
  A: -2; B: 0; C: -6; D: -6; E: -2; F: -4; G: 0.0; H: -5; I: 1; J: 1

(7) O=C(Cc1ccc(Cl)cc1)NNC(=S)NC(=O)c1cccs1
  A: -2; B: 1; C: -3; D: -8; E: -3; F: -4; G: 0.6; H: -2; I: -3; J: 0

(8) CCOC(=O)C1C(=O)NC(C)C1c1ccccc1 (stereo unspecified)
  A: -4; B: 1; C: 1; D: -1; E: 0; F: -4; G: -0.1; H: -1; I: 13; J: -4

(9) COc1ccccc1N1CCN(CC(=O)Nc2ccc3c(c2)OCCO3)CC1
  A: 3; B: 2; C: 3; D: -6; E: -2; F: 2; G: -0.1; H: -5; I: 6; J: 6

(10) O=C(CCN1C(=O)C2CCCCC2C1=O)N1CCN(S(=O)(=O)c2c(F)cccc2F)CC1 (stereo unspecified)
  A: 2; B: 2; C: -3; D: 1; E: 3; F: 3; G: 0.0; H: -2; I: 2; J: 3

(11) COc1ccc(S(=O)(=O)NC2CC(=O)N(c3cccc(F)c3)C2)cc1OC (stereo unspecified)
  A: -2; B: -3; C: -5; D: -4; E: 7; F: 8; G: -0.1; H: 2; I: -8; J: -1

(12) COC(=O)C1=C(C)NC(=S)N(C(C)=O)C1c1ccccc1 (stereo unspecified)
  A: 0; B: 6; C: 2; D: 3; E: -4; F: 10; G: 0.4; H: 3; I: -2; J: 0

(13) CC(O)Cc1cn(CC(=O)N2CCNCC2)nn1 (stereo unspecified)
  A: 18; B: 1; C: 1; D: 5; E: -5; F: 3; G: 0.5; H: 0; I: 3; J: 4

(14) CC(=O)c1ccc(S(=O)(=O)NC2CC(=O)N(c3cccc(F)c3)C2)cc1 (stereo unspecified)
  A: 1; B: -2; C: -9; D: -14; E: 0; F: 8; G: 0.2; H: -4; I: -8; J: 2

(15) CC(C)(C)c1ccccc1OCCCCCn1ccnc1
  A: 2; B: 3; C: -1; D: -2; E: -7; F: 12; G: 0.9; H: -1; I: 2; J: -1

(16) Cn1nc(C(C)(C)C)cc1NC(=O)Nc1cc(Cl)cc(Cl)c1
  A: 1; B: 5; C: 4; D: -7; E: -7; F: 7; G: 0.2; H: 1; I: -5; J: 2

(17) O=[N+]([O-])c1ccc(O)c(-c2cc(C(F)(F)F)nc(-c3ccccc3)n2)c1
  A: 0; B: 2; C: 2; D: -7; E: 1; F: 7; G: -0.6; H: -4; I: 3; J: -1

(18) Cc1ccc(NC(=O)c2oc(=O)c3ccccc3c2-c2ccccc2)c(C)c1
  A: 0; B: 6; C: 2; D: -1; E: 2; F: 9; G: -0.1; H: 0; I: -2; J: -3

(19) CCCc1ccc2oc(C(=O)N(C)Cc3ccn[nH]3)c(C)c2c1
  A: -1; B: 4; C: -7; D: 5; E: 4; F: 2; G: -0.6; H: 3; I: -6; J: 0

(20) O=C(C[C@@H]1C/C=C\CC[C@H](Cc2ccc(F)cc2)C(=O)OC[C@@H]2CCCN2C1=O)NCCO
  A: 1; B: 1; C: 3; D: 16; E: 1; F: -8; G: 0.2; H: -1; I: 5; J: -3

(21) Cc1nc(SCC(=O)NCC2CCCO2)[nH]c(=O)c1C (stereo unspecified)
  A: 5; B: -1; C: -7; D: -5; E: 1; F: 14; G: 0.1; H: -4; I: -3; J: 3

(22) COc1cc(C#Cc2c(-c3cncn3C)n(C)c3ccc(-c4ccc5cc[nH]c5c4)cc23)cc(OC)c1
  A: -6; B: -282; C: -364; D: 21; E: 3; F: 32*; G: -7.0; H: -82; I: 7; J: -3

(23) COCCCNC(=O)CN(c1cc(OC)ccc1OC)S(=O)(=O)c1ccccc1
  A: -1; B: -1; C: 4; D: -10; E: -1; F: -5; G: -0.5; H: -2; I: 2; J: 7

(24) CCOC(=O)c1c(CN2CCN(CCO)CC2)n(C)c2cc(Br)c(OC)cc12
  A: 2; B: 1; C: 1; D: 1; E: 5; F: -13; G: -0.4; H: -1; I: 5; J: -3

(25) CC/C(O)=C1\C(=O)CCCC1=NCc1nc2ccccc2[nH]1
  A: 0; B: -2; C: -228; D: 0; E: 4; F: 0; G: 0.3; H: -6; I: -1; J: 0

(26) Nc1ccc(S(=O)(=O)Nc2ccc(C(=O)c3ccccc3)cc2)cc1
  A: 1; B: -7; C: -17; D: 6; E: -3; F: -1; G: -0.8; H: -1; I: -1; J: -6

(27) Cc1noc(NS(=O)(=O)c2ccc(NC(=O)c3oc4ccc(Cl)cc4c3C)cc2)c1C
  A: -4; B: -6; C: -19; D: 13; E: -17; F: -1; G: 0.2; H: -3; I: -11; J: -5

(28) COC(=O)c1c(C)nc2c(c(SC)nn2-c2ccccc2)c1N
  A: 2; B: -2; C: -2; D: -2; E: -4; F: -4; G: 0.3; H: -5; I: 6; J: 5

(29) COc1ccc(NS(=O)(=O)c2ccc(NC(C)=O)cc2)c(OC)c1
  A: 2; B: 0; C: 0; D: -6; E: 6; F: -4; G: -0.1; H: -5; I: -1; J: -5

(30) CN(C(=O)COC(=O)Cc1c(Cl)cccc1Cl)c1c(N)n(Cc2ccccc2)c(=O)[nH]c1=O
  A: 2; B: 4; C: -5; D: -1; E: 2; F: -3; G: -0.2; H: -3; I: 2; J: 0

(31) CCOC(=O)C(CC)n1cnc2c(nnn2-c2ccc(C)cc2)c1=O (stereo unspecified)
  A: 1; B: 6; C: 10; D: 5; E: 7; F: 1; G: 0.4; H: 7; I: 3; J: -6

(32) COc1cccc(CNC(=O)CCS(=O)(=O)c2ccc3c(c2)NC(=O)CO3)c1
  A: -3; B: 1; C: -1; D: 1; E: 4; F: -4; G: -0.9; H: -2; I: -1; J: -4

(33) CCCN(CC1CCCO1)C(=O)CCc1nnc(-c2cc(C)on2)o1 (stereo unspecified)
  A: -2; B: 3; C: 2; D: 4; E: 6; F: -2; G: -0.5; H: -1; I: -2; J: -2

(34) N#CCCn1nc(-c2ccccc2)cc1Nc1ccccc1NC(=O)c1cccs1
  A: 13; B: 0; C: -1; D: 17; E: 0; F: 2; G: -0.3; H: 0; I: 8; J: 7

(35) NC(=O)c1ccc(-c2ncc(-c3ccccc3)o2)cc1
  A: -8; B: i; C: i; D: -12; E: 6; F: 7; G: 69*; H: i; I: -1; J: -1

(36) COC(=O)c1ccccc1NC(=O)CN1CCC(NC(=O)c2ccccc2C)CC1
  A: 2; B: -3; C: 3; D: 12; E: -1; F: 6; G: -0.2; H: -6; I: -2; J: 1

(37) Cc1cc(NC(=O)CN(C)CC(=O)Nc2ccc(Cl)cc2)no1
  A: 1; B: 0; C: -5; D: -12; E: 11; F: -15; G: 0.0; H: 1; I: 6; J: -6

(38) Cc1cc(C)c(S(=O)(=O)NC2CC3CCC2C3)c(C)c1 (stereo unspecified)
  A: 1; B: 2; C: -5; D: 5; E: 0; F: -2; G: 0.0; H: -5; I: -2; J: -4

(39) CC1CCN(S(=O)(=O)c2ccc3[nH]c(=O)c(=O)[nH]c3c2)CC1
  A: 7; B: -7; C: -7; D: -5; E: 0; F: 11; G: -1.9; H: -13; I: -5; J: -1

(40) c1ccc(CSC2=NCCCN2)cc1
  A: -1; B: 4; C: -1; D: -4; E: 9; F: 1; G: 0.1; H: -2; I: -3; J: 1

(41) N#CCC(=O)NN=C1CCCCCCCCCCC1
  A: -3; B: 5; C: 2; D: -1; E: 2; F: 14; G: 0.1; H: 0; I: 1; J: -5

(42) COC(=O)[C@]12C[C@H](CC(=O)NCCCN3CCCC3=O)C(=O)N(Cc3ccco3)C1=C[C@H](C1CCCC1)O[C@@H]2C
  A: 0; B: 0; C: 1; D: /; E: -3; F: /; G: 0.1; H: -5; I: -5; J: 0

(43) COc1ccc(CN(C)CC(=O)Nc2cccc(S(=O)(=O)N3CCCC3)c2)cc1F
  A: -2; B: -1; C: -4; D: 12; E: 1; F: -10; G: -0.1; H: -1; I: 5; J: -3

(44) CCOc1ccc(C2/C(=C(\O)c3ccc4c(c3)OCCO4)C(=O)C(=O)N2CCCN2CCOCC2)cc1 (stereo unspecified)
  A: -2; B: -3; C: -20; D: 6; E: -7; F: 4; G: -0.1; H: -1; I: -2; J: 2

(45) CC(C)(C)C(=O)NC(=S)Nc1ccc(S(=O)(=O)Nc2nccs2)cc1
  A: 0; B: 2; C: 1; D: 1; E: -1; F: -5; G: 0.2; H: -4; I: 3; J: 6

Compound profiles (already shown). Screens in order: UHRF1 binding, PLCg1 inh, PLC-beta3 inh, ASAP1 GAP inh, Tn6 DDE FP, ARFGAP1 inhibitor, proKLK7 act, ADAM17 inh, DDE Tn7 FP inh, MBD2 DNA inh
COc1ccc(CN(C)CC(=O)Nc2cccc(S(=O)(=O)N3CCCC3)c2)cc1F across the screens: -2, -1, -4, 12, 1, -10, -0.1, -1, 5, -3
CCOc1ccc(C2/C(=C(\O)c3ccc4c(c3)OCCO4)C(=O)C(=O)N2CCCN2CCOCC2)cc1 (stereo unspecified) across the screens: -2, -3, -20, 6, -7, 4, -0.1, -1, -2, 2

Compounds were not picked by outcome. About 4.1% of those tested had a hit in this group.
